aGlu spleen mod: inhibitors or activators of human alpha-glucosidase in spleen homogenate; 0.006% of 240,000 active; AID 2112; Potency, µM (top dose mostly 79.9 µM), inactives show at the top dose activity change, negative = inhibition, usual class: inhibitors; human spleen homogenate, 4-MU-alpha-glucoside fluorescence; P10253;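 note: 0% = enzyme with vehicle and -100% = no enzyme basal signal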
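AC50 values come from Hill-equation fits of concentration-response data, normalized to no-enzyme and full-activity controls. Enzyme source: 1 ug human spleen homogenate; 1 mM fluorogenic 4-MU glucoside, pH 5.0 citrate buffer, 37 C, 40 min.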
HTT ATP protect: Huntington cell model cytoprotection by ATP luminescence; PC12 HTT-Q103 induced, cytoprotection, ATP luminescence, 40 h; Potency, µM (top dose mostly 56.4 µM), for the others: cytoprotection (ATP increase), usual class: activators; 0.14% of 230,000 active;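 note: % of control where 0% means no effect; nearly all actives have a fitted effect of over 45% in size; toxic huntingtin expression switched on by the ecdysone agonist tebufenozide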
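PC12 cells stably carrying ecdysone-inducible Htt exon 1 (Q103)–GFP were induced with 100 nM tebufenozide (final) alongside library compounds in a dose series. Cytoprotection was scored as retained ATP by ATPlite luminescence.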
IMPase Li cell: cell-permeable IMPase inhibitors with lithium potentiation; 0.35% of 210,000 active; Potency, µM (series often up to 59.4 µM), for inactives: top-dose activity, negative = IMPase inhibition, hits mostly inhibitors; CHO-M1 cells, IP1 TR-FRET (IP-One), carbachol + lithium;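 note: IP1 builds up when IMPase is blocked and the TR-FRET signal falls; plate controls were basal vehicle for no effect and high inhibitor control for full effect; nearly all actives have a fitted effect of over 50% in size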
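Concentration–response in CHO-M1 cells, lithium-potentiated; 30 min at 37C. IP1 detected by competitive TR-FRET after 10 min lysis at RT. Hill-fitted AC50.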
HTT aggregate: inhibitors of mutant huntingtin aggregate formation in PC12 cells | PC12 HttQ103-GFP aggregates, Acumen cytometry, 40 h | Potency, µM (top dose mostly 46.1 µM), without a hit: at the highest dose activity change, negative = inhibition, actives largely listed as inhibitors | 1.1% of 220,000 active | AID 1688; note: % is set by controls: 0 for no effect and ±100 for the full control effect; nearly all actives have a fitted effect of over 60% in size
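Compounds (qHTS titration) were added to PC12 cells expressing an ecdysone-driven HTT exon 1 Q103–GFP fusion after induction with 100 nM tebufenozide. Aggregate formation was measured as GFP objects in cell lysates.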
GAA glycogen mod: GAA glycogen-cleavage inhibition or activation. AID 2100. Potency, µM (series often up to 76.4 µM), inactives show top-dose activity change, negative = inhibition, actives largely listed as inhibitors. P10253. recombinant GAA, glycogen substrate, Amplex Red glucose oxidase fluorescence. 0.38% of 300,000 active;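 note: 0% = full enzyme reaction and -100% = no-enzyme basal signal; the screen sought inhibitors and activators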
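Recombinant enzyme (4 nM final) with compounds titrated up to 77 uM and bovine liver glycogen (30 ug) in citrate pH 5.0, 0.01% Tween-20, 37 C 40 min. Released glucose detected by Amplex Red/glucose oxidase (Ex 573/Em 610); AC50 from Hill fits.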
RGS12 GoLoco inh: inhibitors of human Gai1-RGS12 GoLoco interaction (red fluorophore) | Potency, µM (series often up to 61.6 µM), for inactives: at the highest dose activity, negative = inhibition, actives largely listed as inhibitors | P63096 | Gai1:RGS12 GoLoco peptide FP, rhodamine, 10 min | 0.44% of 230,000 active; active = well fitted inhibition curve with a large enough effect, not every such curve was filed as active; inactive = no such curve, though single readings can be large or run the other way; note: % is set by controls: 0 for no effect and ±100 for the full control effect; nearly all actives have a fitted effect of over 30% in size; many of its hits are not listed in these tables
Target sequence (P63096 whole entry, looked up): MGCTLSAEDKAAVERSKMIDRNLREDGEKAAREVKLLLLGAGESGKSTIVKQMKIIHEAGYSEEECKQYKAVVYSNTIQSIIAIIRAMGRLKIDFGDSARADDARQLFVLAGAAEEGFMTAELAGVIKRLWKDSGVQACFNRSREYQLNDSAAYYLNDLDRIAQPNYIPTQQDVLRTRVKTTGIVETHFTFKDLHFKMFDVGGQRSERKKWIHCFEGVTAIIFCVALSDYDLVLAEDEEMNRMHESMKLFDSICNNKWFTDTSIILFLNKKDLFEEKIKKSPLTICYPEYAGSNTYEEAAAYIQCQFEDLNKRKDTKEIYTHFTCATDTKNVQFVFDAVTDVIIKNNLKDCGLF
GAA inhib: blocks human lysosomal alpha-glucosidase; 0.005% of 200,000 active; Potency, µM (titrated, usually from 76.9 µM), inactives show at the highest dose activity change, negative = inhibition, hits mostly inhibitors; P10253; purified human GAA, 4-MU-alpha-glucoside fluorescence;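 note: plate controls were uninhibited enzyme wells for no effect and no-enzyme background for full effect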
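qHTS format, compound range up to 77 uM. Human lysosomal enzyme at 4 nM, 400 uM 4-MU glucoside substrate, pH 5.0, 20 min room temperature; fluorescence after alkaline stop gives activity normalized to controls.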
* = called active by the depositor; ? = inconclusive; / = not tested or not shown; [ ] = another dose, or the depositor's remark. Unless noted, calls come from the whole dose curve; as a rule, active = well fitted curve in the direction sought with a large enough effect; inconclusive = small, poorly fitted or top-dose-only effect, or another doubt; inactive = no such curve, though single readings can be large; an effect the other way counts as inactive or inconclusive. Potency is the fitted concentration of half-maximal effect. A portion of the library (hit frequency here may not be typical).

| smiles | aGlu spleen mod | HTT ATP protect | IMPase Li cell | HTT aggregate | GAA glycogen mod | RGS12 GoLoco inh | GAA inhib |
| --- | --- | --- | --- | --- | --- | --- | --- |
| CC(C)(C)NC(=O)Cn1nnc(-c2cccs2)n1 | 8% | 16%[10 µM] | 24%[38.3 µM] | ? | 2% | -8% | -3% |
| CN1OCC(S(=O)(=O)c2ccccc2)C1c1ccccc1 (configuration not stated) | -2% | -47%[inhibitor] | 4% | 11% | 5% | -14% | -8% |
| CCCCC(=O)Nc1cccc(C(C)O)c1 (configuration not stated) | 4% | / | 4% | 10% | -4% | -1% | -10% |
| O=C1N/C(=C/c2cccs2)C(=O)N1Cc1ccc(F)cc1 | 4% | -12% | 2% | 10% | 2% | 17% | -4% |
| Cc1nnc(NC(=O)CSc2nnc(Cc3cccn3C)n2-c2cccc(C(F)(F)F)c2)s1 | -1% | 13%[10 µM] | 22%[38.3 µM] | -9% | 1% | 10% | 0% |
| CC(C)c1ccc(C2CC(c3ccc(Br)cc3)=NN2C(N)=S)cc1 (configuration not stated) | 2% | / | -16% | -12% | -17% | 7% | -11% |
| CC1(C)CC(=O)CC(=O)/C1=N\Nc1c(Cl)cc(Cl)cc1Cl | 3% | -4%[10 µM] | -10% | 4% | -2% | 9% | 7% |
| Cc1cc(=O)oc2cc(NC(=S)NCc3ccccn3)ccc12 | 8% | -4% | -10% | 14% | -7% | -8% | ? |
| CCCn1c(-c2ccc(F)cc2)nc2c(NCCCN(C)C)nc(C)nc21 | 4% | 5% | -11% | / | / | 1% | / |
| CCC(=O)N/N=C(\C)CC(=O)Nc1ccc2c(c1)OCCO2 | 5% | 23%[10 µM] | 7% | -3%[9.22 µM] | -2% | 0% | 10% |
| Clc1cncc(Cl)c1N/N=C/c1ccncc1 | -4% | -21%[10 µM] | -2% | ? | -1% | 2% | -2% |
| COC(=O)c1cccc(S(=O)(=O)N2CCC(n3nnc4cc(F)ccc43)CC2)c1 | -16% | 1%[10 µM] | 34%[activator][38.3 µM] | -9% | -13% | 9% | ? |
| CC(C)CCNC(=O)C1CC(c2ccc(C(F)(F)F)cc2)=NO1 (configuration not stated) | -3% | 22%[10 µM] | / | -2%[9.22 µM] | 7% | 1% | / |
| COc1cc(NC(=O)Cc2nn(C)c(=O)c3ccccc23)cc(OC)c1OC | -3% | -12%[10 µM] | 19% | -8% | 1% | 3% | 5% |
| CCN(CC)CCCNC(=O)Cn1cnc2ccc(S(=O)(=O)N3CCC(C)CC3)cc2c1=O | -1% | -10% | 9% | -14% | 6% | 5% | -3% |
| COc1cc(C(=O)NCc2cc(C)nc3ccccc23)cc(OC)c1OC | -2% | -62%[inhibitor] | 4% | 12% | -1% | 8% | 3% |
| CC(=O)Nc1cccc(OCC(=O)Nc2sccc2C(N)=O)c1 | -5% | -17%[10 µM] | / | -10%[9.22 µM] | 6% | 34%[activator] | -5% |
| COc1ccc(-n2cc(C(=O)c3cc(Cl)ccc3O)cc(C#N)c2=O)cc1 | 0% | -13% | -7% | 17% | -2% | 8% | 1% |
| O=C(Cn1cncn1)NCc1cccc(C(F)(F)F)c1 | -12% | -3% | 7% | 15%[9.22 µM] | -17% | 6% | 7% |
| NNC(=O)CNc1cccc(Cl)c1 | -1% | 22%[10 µM] | 3% | 21%[9.22 µM] | -4% | 3% | 2% |

2 records picked at random from those above, as already listed:
| smiles | aGlu spleen mod | HTT ATP protect | IMPase Li cell | HTT aggregate | GAA glycogen mod | RGS12 GoLoco inh | GAA inhib |
| --- | --- | --- | --- | --- | --- | --- | --- |
| O=C(Cn1cncn1)NCc1cccc(C(F)(F)F)c1 | -12% | -3% | 7% | 15%[9.22 µM] | -17% | 6% | 7% |
| CCCCC(=O)Nc1cccc(C(C)O)c1 (configuration not stated) | 4% | / | 4% | 10% | -4% | -1% | -10% |

Other structures.
| smiles | aGlu spleen mod | HTT ATP protect | IMPase Li cell | HTT aggregate | GAA glycogen mod | RGS12 GoLoco inh | GAA inhib |
| --- | --- | --- | --- | --- | --- | --- | --- |
| Cc1ccc(C(=O)NNC(=O)CNc2cccc(Cl)c2)cc1 | 3% | 10%[10 µM] | 0% | -7%[9.22 µM] | -8% | 19% | 7% |
| COc1ccc2nc(C)cc(SCC(=O)N/N=C/c3ccc(O)cc3O)c2c1 | 1% | -9%[10 µM] | 10% | ? | 2% | -4% | -7% |
| O=C(O)c1ccc(CSc2ncnc3c2cnn3Cc2ccccc2)cc1 | 1% | 3%[10 µM] | / | 2%[9.22 µM] | 0% | 5% | / |
| COc1ccc(C)cc1NC(=O)c1[nH]c(C)c(C(C)=O)c1C | 3% | -13% | ? | 3% | -10% | 8% | ? |
| COC(=O)[C@H](C)NC(=O)Nc1ccc(Oc2ccccc2)cc1 | -8% | -3% | 3%[38.3 µM] | 5% | 3% | -5% | 3% |
| CCOC(=O)c1cc[nH]c1CC(=O)NC | -8% | -1%[10 µM] | / | 4%[9.22 µM] | 1% | 1% | 6% |
| Cc1ccc(C)c(-c2cc(C(=O)Nc3sc(C)c(C)c3C(N)=O)c3ccccc3n2)c1 | -17% | -82%[inhibitor] | 24%[38.3 µM] | -17% | -19% | 9% | -13% |
| COc1ccc(/C(C)=N/OC/C(O)=C(\C#N)c2nc3ccccc3[nH]2)cc1 | -4% | -4%[10 µM] | / | 14% | 1% | / | 1% |
| Cc1ccc(C(CC(=O)NCc2ccco2)c2ccccc2)c(O)c1 (configuration not stated) | 2% | -9% | 31%[activator][38.3 µM] | 5% | 4% | -3% | -2% |
| O=C(Nc1ccc(N2C(=O)C3C4C=CC(C4)C3C2=O)cc1)Nc1nnc(C(F)(F)F)s1 (configuration not stated) | 6% | 3% | -6%[38.3 µM] | -10% | 11% | 12% | 0% |
| CCOC(=O)COc1cccc2c(=O)n(CC(=O)NCCc3ccc(OC)c(OC)c3)ccc12 | -2% | / | 7% | 12% | -1% | 10% | 0% |
| CCn1nc(-c2ccccc2)c2nc3ccccc3nc21 | 6% | -19%[0.074 µM] | -17%[38.3 µM] | -20% | 5% | -3% | 0% |
| CCCN1C2CCCC1CC(NC(=O)c1ccccc1OCC)C2 (configuration not stated) | -4% | -2% | 25%[38.3 µM] | 25% | 3% | 5% | -6% |
| Cc1cc(C)cc(Oc2nn[nH]n2)c1 | -5% | -55%[inhibitor] | -6%[38.3 µM] | 10% | 7% | 4% | 12% |
| COc1ccccc1C(=O)Nc1ccc(N2CCN(C(C)=O)CC2)cc1 | 8% | 8%[10 µM] | 13% | 4%[9.22 µM] | -9% | 0% | ? |

Grouped by structure, the entries above with sulfur
| smiles | aGlu spleen mod | HTT ATP protect | IMPase Li cell | HTT aggregate | GAA glycogen mod | RGS12 GoLoco inh | GAA inhib |
| --- | --- | --- | --- | --- | --- | --- | --- |
| CC(C)(C)NC(=O)Cn1nnc(-c2cccs2)n1 | 8% | 16%[10 µM] | 24%[38.3 µM] | ? | 2% | -8% | -3% |
| CN1OCC(S(=O)(=O)c2ccccc2)C1c1ccccc1 (configuration not stated) | -2% | -47%[inhibitor] | 4% | 11% | 5% | -14% | -8% |
| O=C1N/C(=C/c2cccs2)C(=O)N1Cc1ccc(F)cc1 | 4% | -12% | 2% | 10% | 2% | 17% | -4% |
| Cc1nnc(NC(=O)CSc2nnc(Cc3cccn3C)n2-c2cccc(C(F)(F)F)c2)s1 | -1% | 13%[10 µM] | 22%[38.3 µM] | -9% | 1% | 10% | 0% |
| CC(C)c1ccc(C2CC(c3ccc(Br)cc3)=NN2C(N)=S)cc1 (configuration not stated) | 2% | / | -16% | -12% | -17% | 7% | -11% |
| Cc1cc(=O)oc2cc(NC(=S)NCc3ccccn3)ccc12 | 8% | -4% | -10% | 14% | -7% | -8% | ? |
| COC(=O)c1cccc(S(=O)(=O)N2CCC(n3nnc4cc(F)ccc43)CC2)c1 | -16% | 1%[10 µM] | 34%[activator][38.3 µM] | -9% | -13% | 9% | ? |
| CCN(CC)CCCNC(=O)Cn1cnc2ccc(S(=O)(=O)N3CCC(C)CC3)cc2c1=O | -1% | -10% | 9% | -14% | 6% | 5% | -3% |
| CC(=O)Nc1cccc(OCC(=O)Nc2sccc2C(N)=O)c1 | -5% | -17%[10 µM] | / | -10%[9.22 µM] | 6% | 34%[activator] | -5% |
| COc1ccc2nc(C)cc(SCC(=O)N/N=C/c3ccc(O)cc3O)c2c1 | 1% | -9%[10 µM] | 10% | ? | 2% | -4% | -7% |
| O=C(O)c1ccc(CSc2ncnc3c2cnn3Cc2ccccc2)cc1 | 1% | 3%[10 µM] | / | 2%[9.22 µM] | 0% | 5% | / |
| Cc1ccc(C)c(-c2cc(C(=O)Nc3sc(C)c(C)c3C(N)=O)c3ccccc3n2)c1 | -17% | -82%[inhibitor] | 24%[38.3 µM] | -17% | -19% | 9% | -13% |
| O=C(Nc1ccc(N2C(=O)C3C4C=CC(C4)C3C2=O)cc1)Nc1nnc(C(F)(F)F)s1 (configuration not stated) | 6% | 3% | -6%[38.3 µM] | -10% | 11% | 12% | 0% |

High-throughput results deposited in PubChem by National Center for Advancing Translational Sciences (NCATS).
